# Screening results as filed in PubChem.
# CCHF vOTU inh – blocks the CCHF virus ovarian tumor domain protease; CCHFV vOTU protease, Pep-AMC fluorescence; inhibition, % at 11.5 µM; actives 0.55% (n = 370,000); in the data active = inhibition above about 30%; also: 0% = vehicle wells with enzyme and 100% = no enzyme wells
# MazF activator – activators of E. coli MazEF toxin-antitoxin RNase; P0AE70; activation, % at 20 µM; FAM/BHQ RNA-DNA oligo cleavage fluorescence, 5 h; actives 0.32% (n = 350,000); AID 504720; in the data active = activation above about 50%
# Target sequence (P0AE70 whole entry, looked up): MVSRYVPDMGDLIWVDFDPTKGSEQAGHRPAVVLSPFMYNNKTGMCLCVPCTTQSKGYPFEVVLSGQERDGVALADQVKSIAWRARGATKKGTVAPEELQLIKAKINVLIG
# Rv3671c protease – Rv3671c (M. tuberculosis) protease inhibition | P9WHR9 | inhibition, % at 5.96 µM | actives 0.048% (n = 320,000) | AID 2606; in the data active = inhibition above about 38%;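 also: extracellular domain of Rv3671c used as enzyme; 0% = enzyme with DMSO and 100% = no enzyme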
# Target sequence (P9WHR9 whole entry, looked up, the tested form may be a part): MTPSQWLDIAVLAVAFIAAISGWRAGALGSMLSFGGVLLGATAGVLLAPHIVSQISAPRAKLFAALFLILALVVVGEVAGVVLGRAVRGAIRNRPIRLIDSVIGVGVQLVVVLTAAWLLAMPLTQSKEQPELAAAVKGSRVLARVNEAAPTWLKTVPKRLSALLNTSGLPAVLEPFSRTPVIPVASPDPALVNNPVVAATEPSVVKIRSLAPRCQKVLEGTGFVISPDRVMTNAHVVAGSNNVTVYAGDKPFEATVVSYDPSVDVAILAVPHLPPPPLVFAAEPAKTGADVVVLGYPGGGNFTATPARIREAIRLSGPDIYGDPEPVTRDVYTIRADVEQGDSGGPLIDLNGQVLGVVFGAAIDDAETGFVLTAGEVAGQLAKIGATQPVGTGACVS
# PriA SSB inh – inhibitors of Klebsiella pneumoniae PriA binding to SSB C-terminal tail | AlphaScreen SSBct-PriA binding, biotinylated peptide | inhibition, % at 33 µM | actives 0.6% (n = 430,000); in the data active = inhibition mostly above about 37%, no sharp cut-off; inactive = mostly below about 20%;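 also: plate controls were negative control peptide for no effect and reference peptide for full effect; strong numbers were not always called active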
# SARS 3CLpro inh – SARS-CoV 3CLpro protease inhibition; P0C6X7; recombinant SARS-CoV 3CLpro, quenched FRET peptide cleavage; inhibition, % at 6 µM; actives 0.14% (n = 290,000); AID 1706; in the data active = inhibition above about 12%
# Anthrax LF prot – inhibitors of Bacillus anthracis lethal factor protease. actives 0.12% (n = 360,000). multiplex microsphere protease cleavage assay, LF. P15917. inhibition, % at 10 µM; also: plate controls were buffer without enzyme for full effect and enzyme alone for no effect
# BoNT A protease – blocks Botulinum neurotoxin A light chain protease | actives 0.17% (n = 360,000) | multiplex microsphere protease substrate cleavage, flow cytometry | inhibition, % at 10 µM | AID 588499; also: plate controls were buffer without enzyme for full effect and enzyme alone for no effect
# VHR inh abs – DUSP3 (human) phosphatase inhibition; recombinant VHR phosphatase, pNPP absorbance; inhibition, % at 13.3 µM; actives 0.52% (n = 290,000); in the data active = inhibition above about 50%; also: some compounds called inactive have numbers as strong as hits
# Target sequence (P51452 whole entry, looked up): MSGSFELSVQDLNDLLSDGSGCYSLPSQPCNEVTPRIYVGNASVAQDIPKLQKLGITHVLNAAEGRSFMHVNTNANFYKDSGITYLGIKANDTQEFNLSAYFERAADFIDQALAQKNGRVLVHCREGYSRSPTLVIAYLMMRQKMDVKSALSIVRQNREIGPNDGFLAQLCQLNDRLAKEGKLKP
# BoNT F protease – blocks Botulinum neurotoxin F light chain protease | AID 588497 | inhibition, % at 10 µM | Multiplex microsphere protease cleavage assay, flow cytometry | actives 0.22% (n = 360,000); in the data active = inhibition above about 35%, passing the limit was not always enough; inconclusive = no clear call, values can overlap the other calls; also: plate controls were buffer without enzyme for full effect and enzyme alone for no effect
# PrPC surface inh – cell surface PrPC inhibition, primary TR-FRET screen; P04156; TR-FRET read-out; inhibition, % at 13.8 µM; actives 0.43% (n = 370,000); AID 720596; in the data active = inhibition above about 24%; also: 0% = median of the test wells and 100% = reference compound wells
# * hit, by the source's call; ? = inconclusive; . = not tested or not shown; & = joins results of further samples. Rule as the data show it, unless noted: active = inhibition above about 30%; inconclusive = no clear call, values can overlap the other calls; inactive = below that.
SMILES,CCHF vOTU inh,MazF activator,Rv3671c protease,PriA SSB inh,SARS 3CLpro inh,Anthrax LF prot,BoNT A protease,VHR inh abs,BoNT F protease,PrPC surface inh
CC1CCCC(NC(=O)c2ccncc2)C1C (centres undefined),-6,6,-4,-3,-4,.,.,22,.,1
O=[N+]([O-])c1cc(S(=O)(=O)N2CCOCC2)ccc1OCc1cccc(Cl)c1,-11,5,-15,-11,.,-13,-0.9,.,-3,3
CCO[C@@H]1OC(C(=O)N2CCN(C)CC2)=C[C@H](C(C)(C)C)[C@H]1CCCO,.,3,6,3,2,.,.,30,.,.
O=C(NNS(=O)(=O)c1ccccc1[N+](=O)[O-])c1cccc([N+](=O)[O-])c1,-5,11,2,-2,4,-3,0.1,24,8,-9
COc1ccc(C(=O)Oc2c(CN3CCOCC3)cc(Cl)c3cccnc23)cc1,-11,-3,8,-9,3,0,-1.2,22,-8,4
CC(=O)c1ccc(Cc2ccccc2)cc1,-2,4,5,-23,2,0,-1.0,-20,-3,0
C[C@H](CO)N1C[C@H](C)[C@@H](CN(C)C(=O)Nc2ccc3c(c2)OCO3)Oc2ccc(NC(=O)CCN3CCOCC3)cc2C1=O,-5,3,6,-6,.,1,-0.7,.,-2,-3
CCOC(=O)CC1C(=O)NCCN1S(=O)(=O)c1ccc(F)cc1 (centres undefined),-8,10,-6,-5,-6,-1,-0.5,12,-2,5
CC1(C)NC(=O)N(CC(O)CN(c2ccccc2)S(=O)(=O)c2ccccc2[N+](=O)[O-])C1=O (centres undefined),-16,8,0,-2,4,0,3.5,-25,9,-1
CCCCNc1c(-c2ccc(-c3ccc(OC)cc3)c(OC)c2)nc2ccccn12,-27,1,14,38,.,-6,-0.3,.,-4,1
COc1ccc(C(=O)Nc2c(N)nc(SCC(=O)Nc3ccc(NC(C)=O)cc3)[nH]c2=O)cc1,4,8,-3,5&-3,6,-4,2.1,5,-1,5
Cc1ccc(O)c(-c2cc(C(F)(F)C(F)F)[nH]n2)c1,15,7,2,-3,5,-3,0.0,2,0,-6
COc1cccc(CN2CC(C(=O)N3CCOCC3)CCC2=O)c1 (centres undefined),13,9,4,-13,-1,-1,1.3,53*,4,-2
CCCCCCN1C[C@@H](n2cc(-c3ccc(F)cc3)nn2)[C@H](O)C[C@@H]1c1ccccc1,4,3,.,.,.,-3,-0.3,.,-6,3
CCc1nc(N2CCN(C(=O)c3ccco3)CC2)c2c3c(sc2n1)CCCC3,3,5,0,12,-1,3,2.1,28,16,-4
COc1ccc(S(=O)(=O)N(C)CC(=O)Nc2ccc3c(c2)OCCO3)cc1OC,-10,11,6,14,-4,3,-0.3,3,2,-1
COc1ccc(/C=C2/SC(=S)N(CCC(=O)N3CCN(C)CC3)C2=O)cc1,2,-8,-15,5,-5,-10,-2.3,12,-20,-5
Cc1ccc(S(=O)(=O)N2CCOCC2)cc1C(=O)N1CCN(S(=O)(=O)c2cccs2)CC1,-7,0,11,-14,2,-4,0.5,19,3,3
O=C(Cc1ccccc1[N+](=O)[O-])Nc1cccc(S(=O)(=O)NC2=NCCCCC2)c1,-4,0,3,-14,.,6,1.4,.,2,-8
Cc1cccc2nc(C(F)(F)F)nc(=O)n12,0,6,-4,-19,3,4,-0.4,24,3,0
COC(=O)C1(Cc2ccccc2)NC(c2ccc(F)cc2)C2C(=O)N(C)C(=O)C21 (centres undefined),9,2,0,-5,-1,-5,0.8,-18,6,5
O=C(OCC(=O)N1CCOCC1)c1ccccc1OCc1ccccc1Cl,7,6,2,-3,.,4,-0.3,.,0,-2
CCCCN(CCCC)S(=O)(=O)c1ccc(C(=O)Nc2nnc(CSC)o2)cc1,5,0,5,3,3,1,-0.7,-11,-6,3
Cc1ccc(NC(=O)COC(=O)/C=C/c2ccco2)cc1S(=O)(=O)N(C)C,11,-7,-4,-8,-2,-1,-0.2,-18,-6,-1
C[C@@H]1CN(S(=O)C(C)(C)C)[C@@H](CCO)/C1=C\CCO (some centres undefined),-5,5,.,2,.,0,0.0,.,-2,1
Cc1cc(C)n(C(=O)CNC(=O)c2cccc(F)c2)n1,7,4,.,3,1,-1,1.8,11,6,-8
Cc1ccc(-n2ncc3c(=O)[nH]c(SC(C)C)nc32)cc1,-5,1,-18,1,-3,-1,-0.5,8,-9,3
COc1ccc(CC(=O)NNC(=O)c2c(-c3ccccc3Cl)noc2C)cc1OC,-10,0,1,-6,0,-7,-0.9,2,-2,-3
COc1ccc2nc(NC(=O)CSc3nc4cccnc4n3C)sc2c1,20,2,0,-17,-5,-6,0.3,24,?,1
CCOC(=O)NC(C(F)(F)F)(C(F)(F)F)P(=O)(c1ccccc1)c1ccccc1,5,4,6,1,1,0,-0.5,-12,-8,-5
CC(C)C[C@H]1CN=C(Nc2ccccc2)N1CC1CCCC1,7,11,5,11,-10,-2,-0.5,40,-11,-9
CN1CCc2c(sc3c2c(=O)n(-c2ccc(Cl)cc2)c2nncn32)C1,-20,10,0,-7,-2,10,-1.1,2,1,-2
O=C(O)c1ccccc1C(=O)OCCCc1ccncc1,1,6,2,-35,.,-2,0.4,.,5,-2
COc1ccc(OC)c(NC(=O)COc2coc(CN3CCCc4ccccc43)cc2=O)c1,14,5,6,-6,.,4,0.1,.,25,3
CCCCCCC(=O)Nc1nc(C)c(-c2csc(Nc3cc(Cl)ccc3C)n2)s1,5,-10,-11,-6,-1,-8,-0.7,20,-12,-3
CCOC(=O)C1(Cc2ccc(OC)cc2)CCN(C(=O)c2cc3ccccc3[nH]2)CC1,0,8,-21,0,6,1,-0.2,11,-4,11
CCCCOc1ccc(C(=O)NCC(=O)NC2CCC(C)CC2)cc1 (centres undefined),-1,0,-4,5,.,0,-4.2,.,-3,-3
CCOC(=O)c1c(-n2c(C)cc(C=O)c2C)sc2c1CCCC2,13,-7,-2,10,-1,-4,-0.1,12,0,2
O=C(NC1CCCCCCC1)c1cccs1,0,5,0,-7,8,3,3.2,10,1,-5
CN(CC(=O)Nc1c(Cl)cccc1Cl)C(=O)CC1Sc2ccccc2NC1=O (centres undefined),-9,1,-1,-14,.,0,-3.4,.,-7,-3

# Continued, overlapping the part above by four compounds.
SMILES,CCHF vOTU inh,MazF activator,Rv3671c protease,PriA SSB inh,SARS 3CLpro inh,Anthrax LF prot,BoNT A protease,VHR inh abs,BoNT F protease,PrPC surface inh
CCCCOc1ccc(C(=O)NCC(=O)NC2CCC(C)CC2)cc1 (centres undefined),-1,0,-4,5,.,0,-4.2,.,-3,-3
CCOC(=O)c1c(-n2c(C)cc(C=O)c2C)sc2c1CCCC2,13,-7,-2,10,-1,-4,-0.1,12,0,2
O=C(NC1CCCCCCC1)c1cccs1,0,5,0,-7,8,3,3.2,10,1,-5
CN(CC(=O)Nc1c(Cl)cccc1Cl)C(=O)CC1Sc2ccccc2NC1=O (centres undefined),-9,1,-1,-14,.,0,-3.4,.,-7,-3
O=C(NCC1CCCO1)/C(=C\c1ccco1)NC(=O)c1ccc(Cl)cc1 (centres undefined),23,2,2,-6,2,-2,0.0,26,-4,-2
O=C(CNC(=O)c1ccc(Cl)cc1)NNC(=O)c1ccc(Br)cc1,6,4,-2,-3,.,-6,-0.2,.,-3,6
CCCNC1(C(N)=O)CCN(Cc2ccccc2)CC1,5,5,.,-3,.,-6,0.3,.,5,-11
O=C(O)CCC(=O)NN1C(=O)c2ccccc2NC1c1ccc(F)cc1 (centres undefined),-57,3,5,-23,-5,10,0.4,1,-14,-3
Cn1c(SCC2CCCO2)nnc1-c1cccc([N+](=O)[O-])c1 (centres undefined),2,8,9,-11,-5,5,-0.7,15,-3,-25
CCCc1nc2ccccc2c(C(=O)OCC(=O)NCc2ccco2)c1CC,3,0,-4,2,-2,-4,-0.4,-12,-5,0
N#Cc1c2n(c(=S)n(-c3ccc(OC(F)F)cc3)c1=O)CCCCC2,-4,5,-10,7,-3,0,1.5,3,1,-3
CCNC(=O)CCS(=O)(=O)c1ccc2ccccc2c1,-7,5,10,-7,7,-4,0.3,12,-2,10
Cc1ccc(C(=O)COC(=O)C(C)N2C(=O)C3C4C=CC(C4)C3C2=O)cc1 (centres undefined),6,2,-2,-4,5,-1,-1.0,-7,-2,0
COC(=O)c1ccc(NC(=O)CN2C(=O)CCC2=O)cc1,-6,4,0,-8,6,7,-0.6,-10,-1,3
COc1cccc(/C=N/NC(=O)c2nnn(-c3nonc3N)c2CN(C)C2CCCCC2)c1,-12,5,.,.,.,-4,-0.6,.,1,-2
COc1cc(/C=C/c2nc3ccccc3s2)cc(OC)c1O,-12,-6,3,-46,-1,-4,-1.2,12,-2,6
CN(C)S(=O)(=O)c1cccc(NC(=O)COC(=O)COc2ccc(Br)cc2)c1,-11,0,-16,-12,-3,0,-1.8,34,1,3
Cc1noc(C)c1C(=O)N1CCCC(N2CCN(c3cccc(C(F)(F)F)c3)CC2)C1 (centres undefined),2,-5,-6,-10,-4,0,-0.7,32,-6,3
CCC(=O)c1ccc(OCC(=O)Nc2nn3cnnc3s2)cc1,14,2,0,-12,-3,-5,0.1,17,-3,0
COc1ccc(CN(C)C(=O)C(CCSC)NS(=O)(=O)c2ccc3c(c2)OCCO3)c(OC)c1OC (centres undefined),4,4,.,1,.,-2,0.0,.,-1,-5
CCOC(=O)N1CCC(NS(=O)(=O)c2cc3c(cc2Cl)NC(=O)CO3)CC1,-8,-10,2,2,-4,-5,-0.3,3,-10,-6
O=C(Nc1ccc(N2CCOCC2)cc1)c1ccc(COc2ccccc2)cc1,1,-6,-6,-1,3,-1,3.5,21,15,-7
CCCCCOc1ccc(Br)cc1/C(C)=N/NC1=NCCN1,10,21,4,.,0,-1,1.9,9,?,16
Cc1cc(C)c2c(-n3cccc3)nn(CC#N)c2n1,2,11,-3,-14,4,7,0.6,20,-2,2
COc1ccc(COc2ccccc2C(N)=O)cc1F,13,4,10,-1,-5,2,-0.9,-8,-3,8
CN(C(=O)CN1C(=O)/C(=C/c2ccc(F)cc2)SC1=S)C1CCS(=O)(=O)C1 (centres undefined),5,1,-6,-6,-1,0,-0.8,-22,0,-4
Cc1ccc(SCC(=O)NCCSCc2ccccc2)cc1,4,-4,0,-20,4,-3,-1.1,-10,-3,-4
CC1(C)Cc2ccccc2C(N)=C1C#N,-6,-7,-3,3,1,-2,-0.3,1,2,-5
COc1ccc(C(=O)Nc2nc(CC(=O)NCc3c(F)cccc3F)cs2)cc1,-6,0,.,-9,.,1,0.7,.,0,5
O=C(c1ccc([N+](=O)[O-])cc1)N1CCN(C(=O)c2ccco2)CC1,-15,-3,7,-2,2,-6,-0.3,12,1,-12
CN1CCCC(C)(C(=O)Nc2ccc(-n3cccc3)cc2)C1 (centres undefined),-8,.,.,.,.,3,0.2,.,6,2
Cc1ccc(C)c(COC(=O)c2cccc(S(=O)(=O)N3CCCC3)c2)c1,0,-3,.,-30,.,.,.,.,.,0
CCC(C)(C)C1CCc2[nH]nc(C(=O)NN)c2C1 (centres undefined),9,-27,-4,-2,-6,6,1.9,-4,?,6
COc1cc(CN2CCN(c3cccc(C)c3C)CC2)cc(OC)c1O,4,-3,2,-5,3,6,-0.4,4,4,-10
COc1ccc(OCCCN2CCCC(C)C2)cc1 (centres undefined),-7,4,5,-15,-2,-5,-0.1,-9,16,2
O=c1c2ccccc2oc2ccc(Oc3ccccc3)cc12,8,5,-8,-101,-4,4,0.8,-22,-2,-4
COc1ccc(C2=CC3=C(Br)C(=O)C(C)(OC(=O)c4ccco4)C(=O)C3=CO2)cc1 (centres undefined),.,-35,0,0,.,2,0.9,-8,5,.
CCN1CCN(CCNC(=O)c2ccc3c(c2)NC(=O)/C(=C\c2ccc(OC)c(OC)c2)S3)CC1,18,17,2,5,-1,-3,-2.5,8,-3,-28

# An excerpt. The share of hits here may be higher or lower than overall.
